# Source: PubChem
# MrgX1 allo act: allosterically activates human MrgX1 receptor signaling; 310,000 compounds, 0.63% hits; MrgX1-HEK293, Fluo-4 calcium flux, FDSS; active compounds read high; B-score at 10 µM; AID 588675; Q96LB2;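 active = plate-corrected calcium response at least 3 library SD above typical, normal starting fluorescence, not activating the receptor alone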;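 also: compound read alongside a low EC10 to EC30 dose of BAM8-22 agonist; peak minus trough fluorescence over baseline measured at the second addition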
# TRPC4 block: TRPC4 (mouse) channel inhibition | HEK293 TRPC4beta/mu-opioid, DAMGO-evoked Fluo4 calcium flux; active compounds read low | B-score at 10 µM | 300,000 compounds, 0.39% hits;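 active = B-score over 3 SD under the library average, no early fluorescence shift, positive overall ratio signal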
#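 Material: HEK293 cells with stable TRPC4beta plus mu-opioid receptor expression; probe or stimulus: DAMGO in two steps, submaximal then maximal; technique: Fluo4 calcium fluorescence by kinetic imaging, 5 s 1 Hz baseline; measure: integrated fluorescence ratio relative to baseline, converted to per-well B score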
# TRPC6 activator: mouse TRPC6 channel activation; AID 2550; B-score at 10 µM; HEK293-TRPC6 membrane potential dye fluorescence; active compounds read high; Q61143; 310,000 compounds, 0.13% hits;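 active = B-score of the integrated fluorescence ratio above library mean plus 3 SD, and starting fluorescence ratio within library mean plus 5 SD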;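 also: higher score means more depolarization so channel activation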
# SKKanGAS inh: SKKanGAS growth inhibition; S. pyogenes SKKanGAS, kanamycin growth, BacTiter-Glo, 6 h; inhibition, % at 7.5 µM; 300,000 compounds, 1.3% hits;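 active = mean replicate score, as percent of positive control median, at least 50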;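 also: strain carries kanamycin resistance gene driven by streptokinase promoter and grows in 40 µg/ml kanamycin; loss of luminescence reflects streptokinase promoter inhibition or plain growth inhibition; 0% = median of DMSO wells and 100% = positive control at its reference dose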
# TRPC4 PAM: TRPC4 (mouse) allosteric potentiation. Q9QUQ5. HEK293 TRPC4beta/mu-opioid, DAMGO EC20, Fluo-4 Ca2+ flux; active compounds read high. B-score at 10 µM. 310,000 compounds, 0.42% hits. AID 2227;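 active = B-score of calcium response area above 5 SD of library B-scores, with initial fluorescence ratio within 5 SD of library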;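 also: B-score of integrated fluorescence ratio over time as area under calcium response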
# TMEM16A inh: blocks the mouse calcium-activated chloride channel TMEM16A | normalized B-score (activity score, 25-100; higher = stronger inhibition) at 10 µM | HEK293 TMEM16A/YFP iodide influx fluorescence, ionomycin | 310,000 compounds, 1.2% hits;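 active = ratio plate-corrected score three or more library SD toward inhibition, starting fluorescence score within five deviations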;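 also: score derived from kinetic fluorescence span divided by baseline fluorescence per well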
# Target sequence (Q8BHY3 whole entry, looked up): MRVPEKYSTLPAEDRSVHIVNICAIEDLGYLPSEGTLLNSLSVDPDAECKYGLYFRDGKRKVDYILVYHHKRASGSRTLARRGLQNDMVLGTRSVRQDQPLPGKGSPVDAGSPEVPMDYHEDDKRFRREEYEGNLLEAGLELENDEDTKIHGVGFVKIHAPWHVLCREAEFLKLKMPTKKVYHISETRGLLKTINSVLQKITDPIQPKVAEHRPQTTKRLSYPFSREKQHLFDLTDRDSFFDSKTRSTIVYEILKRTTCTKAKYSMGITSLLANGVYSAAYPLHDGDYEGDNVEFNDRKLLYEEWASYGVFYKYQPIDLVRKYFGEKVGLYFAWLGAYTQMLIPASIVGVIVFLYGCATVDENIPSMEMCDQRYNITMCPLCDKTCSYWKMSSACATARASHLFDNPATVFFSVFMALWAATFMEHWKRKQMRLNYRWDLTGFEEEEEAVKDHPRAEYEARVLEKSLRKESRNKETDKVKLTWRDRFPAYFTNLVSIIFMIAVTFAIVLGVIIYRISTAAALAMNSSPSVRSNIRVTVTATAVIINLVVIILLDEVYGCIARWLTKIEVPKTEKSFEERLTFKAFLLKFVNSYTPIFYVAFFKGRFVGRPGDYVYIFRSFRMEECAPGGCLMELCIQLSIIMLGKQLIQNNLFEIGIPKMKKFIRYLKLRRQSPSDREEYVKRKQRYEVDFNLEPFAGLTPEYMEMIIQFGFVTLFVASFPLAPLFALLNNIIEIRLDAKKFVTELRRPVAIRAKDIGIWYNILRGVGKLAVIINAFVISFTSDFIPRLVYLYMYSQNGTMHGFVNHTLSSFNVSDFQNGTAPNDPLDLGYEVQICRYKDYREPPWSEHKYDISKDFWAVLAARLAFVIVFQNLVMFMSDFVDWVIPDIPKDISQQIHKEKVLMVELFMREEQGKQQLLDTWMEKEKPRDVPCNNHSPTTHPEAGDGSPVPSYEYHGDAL
# MrgX1 ag: agonists of human MrgX1 receptor; 310,000 compounds, 0.44% hits; AID 588627; Q96LB2; B-score at 10 µM; MrgX1-HEK293 cells, Fluo-4 calcium fluorescence, agonist mode; active compounds read high;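 active = calcium response B-score plate-corrected fluorescence ratio at least 3 library SD, with starting fluorescence B-score inside 5 SD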
#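 Test system: HEK293 cells stably expressing human MrgX1 receptor; amount: 15,000 cells per well; doses: compound delivered in addition one of three; times: overnight plating before 1 h dye loading; detection: Fluo-4 NW calcium-flux fluorescence, kinetic read; read-out basis: B-scored fluorescence response ratio; controls: positive and negative controls per plate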
# TRPC6 inh: mouse TRPC6 channel inhibition; Q61143; HEK293-TRPC6, membrane potential dye, ACh-evoked depolarization; active compounds read low; B-score at 10 µM; 310,000 compounds, 1.1% hits;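 active = B-score under library mean minus 3 SD, initial fluorescence not abnormally high, positive integrated signal ratio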;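 also: B-score derived from integrated fluorescence ratio over the kinetic read; more negative B-score means stronger inhibition of depolarization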
# TRPC4 agonist: activators of mouse TRPC4 channel. B-score at 10 µM. Q9QUQ5. 310,000 compounds, 0.49% hits. HEK293 TRPC4beta/mu-opioid, Fluo4 calcium fluorescence; active compounds read high;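 active = B-score above 5 SD of library B-scores, and initial fluorescence ratio not above library mean plus 5 SD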;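 also: positive B-score marks a calcium rise read as TRPC4 activation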
#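 Incubation: 45 min room-temperature Fluo4 loading, 110 s read / System: HEK293 cells stably co-expressing mouse TRPC4beta and mu-opioid receptor / Signal: Fluo4 fluorescence, kinetic / Control set: buffer (low) and maximal DAMGO (high) / Measure: integrated baseline-normalised fluorescence ratio, converted to per-well B score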
# MrgX1 antagonist: blocks BAM8-22 activation of human MrgX1 receptor; MRGX1-HEK293 calcium flux, Fluo-4, BAM8-22 antagonism; active compounds read low; B-score at 10 µM; Q96LB2; 310,000 compounds, 1.3% hits; AID 588676;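 active = calcium-response B-score plate-corrected more than 3 library SD below zero, starting fluorescence within 5 deviations, no agonist response on first addition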;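 also: peak minus trough fluorescence over baseline after final BAM8-22 challenge near maximal dose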
# ANO1 activ: activates or potentiates the mouse TMEM16A chloride channel. AID 623877. HEK293 TMEM16A/YFP-H148Q/I152L, iodide quench fluorescence; active compounds read low. 340,000 compounds, 0.3% hits. Q8BHY3. B-score at 10 µM;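 active = fluorescence-ratio B-score plate-corrected deviation score at least 3 library SD below zero, with starting fluorescence score within 5 deviations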;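 also: channel opened by trigger with iodide after compound preincubation; score built on the fluorescence ratio of max minus min over baseline; more negative score means more quench and so TMEM16A activation or potentiation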
# The depositor's hits bear a star; i = inactive; / = no result given.
nr	SMILES	MrgX1 allo act	TRPC4 block	TRPC6 activator	SKKanGAS inh	TRPC4 PAM	TMEM16A inh	MrgX1 ag	TRPC6 inh	TRPC4 agonist	MrgX1 antagonist	ANO1 activ
1	CCOc1ccc2[nH]c3c(=O)n(CCc4ccc(OC)cc4)cnc3c2c1	i	i	i	0	i	i	i	i	i	i	i
2	COc1ccc(OCC(=O)NC(=S)Nc2ccc(S(=O)(=O)Nc3cc(OC)nc(OC)n3)cc2)cc1	i	i	i	18	i	i	i	i	i	i	i
3	COc1ccccc1CN1CC(C(=O)NCCCc2ccc(F)cc2)CCC1=O (stereo unspecified)	i	i	i	1	i	i	i	i	i	i	i
4	O=S(c1ccc2ccccc2c1)c1cnns1 (stereo unspecified)	i	/	/	/	/	i	i	/	/	i	i
5	CC(=O)N(CN1C(=O)c2ccc([N+](=O)[O-])cc2C1=O)c1ccc(F)cc1	i	i	i	-2	i	i	i	i	i	i	i
6	COc1ccc(CN2CCN(C(C)C(=O)NC(C)c3ccc(F)cc3)CC2)cc1F (stereo unspecified)	i	i	i	-4	i	i	i	i	i	i	i
7	CC(NC(=O)c1cc2c(=O)n(C)c3ccccc3c2n1C)c1ccc2c(c1)OCCO2 (stereo unspecified)	i	i	i	2	i	i	i	i	i	i	i
8	Cc1cccc(-n2nnnc2SCC(=O)c2cc(C)n(Cc3ccco3)c2C)c1	i	i	i	1	i	i	i	i	i	i	i
9	COc1ccc(C(=O)Nc2ccc(S(=O)(=O)Nc3ncccn3)cc2)cc1OC	i	i	i	-4	i	i	i	i	i	i	i
10	CCOC(=O)c1cccc(S(=O)(=O)N2CCOCC2)c1	i	i	i	1	i	i	i	i	i	i	i
11	CC(=O)c1ccc(S(=O)(=O)N2CCN(C(=O)C3CCCC3)CC2)cc1	i	i	i	-13	i	i	i	i	i	i	i
12	O=C(NCCCc1ccccn1)C1CCC(=O)N(Cc2cccc(F)c2)C1 (stereo unspecified)	i	i	i	-3	i	i	i	i	i	i	i
13	CCOc1ccc(N(CC(=O)NC2CC2)S(=O)(=O)c2ccc(C)cc2)cc1	i	i	i	-3	i	i	i	i	i	i	i
14	N#Cc1c(Sc2ncc(C(F)(F)F)cc2Cl)nsc1C/C=N\OCc1ccccc1Br	i	i	i	3	i	i	i	i	i	i	i
15	CC1(C)Cc2nc(NC3CCCCC3)c(C#N)cc2CO1	i	i	i	4	i	i	i	i	i	i	i
16	CCCCc1noc2c1/C(=N\O)CC(c1ccccc1)C2 (stereo unspecified)	i	i	i	4	i	i	i	i	i	i	i
17	COc1ccccc1CCNS(=O)(=O)c1cc2c3c(c1)C(C)C(=O)N3CCC2 (stereo unspecified)	i	i	i	0	i	i	i	i	i	i	i
18	COc1ccc(NS(=O)(=O)c2cccc(NC(=O)CCS(=O)(=O)c3ccccc3)c2)cc1	i	i	i	-1	i	i	i	i	i	i	i
19	O=C(O)[C@H](O)[C@@H](O)C(=O)O	i	/	/	/	/	i	i	/	/	i	i
20	O=C(NCc1ccco1)C(=O)NCC1OCCN1S(=O)(=O)c1ccc(F)cc1 (stereo unspecified)	i	i	i	-1	i	i	i	i	i	i	i
21	CC(=O)c1cccc(S(=O)(=O)N2CCCC(c3nc4c(nnn4Cc4ccccc4Cl)c(=O)[nH]3)C2)c1 (stereo unspecified)	/	i	i	21	i	/	/	i	i	/	i
22	O=C(CSc1nnc(-c2cccs2)o1)N1CCCc2ccccc21	i	i	i	-2	i	i	i	i	i	i	i
23	COc1cc(C2C(C(=O)OC(C)C)=C(C)Nc3[nH]c(=O)[nH]c(=O)c32)ccc1O (stereo unspecified)	i	i	i	-3	i	i	i	i	i	i	i
24	CCOC(=O)c1cnc2c(C)c(Cl)ccc2c1N1CCN(CC)CC1	i	i	i	0	i	i	i	i	i	i	i
25	CC(=O)N1N=C(c2ccccc2)CC1c1ccccc1 (stereo unspecified)	i	i	i	10	i	i	i	i	i	i	i
26	CN(C)S(=O)(=O)c1cccc(NC(=S)N/N=C/c2ccc(O)c(O)c2O)c1	/	i	i	-16	i	/	/	i	i	/	i
27	O=C(N=Nc1c(O)[nH]c2ccc([N+](=O)[O-])cc12)c1cc(-c2ccccc2Cl)nc2ccccc12	i	i	i	/	i	i	i	i	i	i	i
28	CCc1ccc(C(=O)NC(=S)Nc2ccc(N3CCOCC3)cc2)cc1	i	i	i	-2	i	i	i	i	i	i	i
29	COc1ccc(C2CC(C(F)(F)F)n3nc(C(=O)Nc4ccc5c(c4)OCO5)cc3N2)cc1 (stereo unspecified)	i	i	i	34	i	i	i	i	i	i	i
30	O=C1OCC(c2ccccc2)=C1c1ccccc1	i	i	i	0	i	i	i	i	i	i	i
31	CCCCOc1ccc(C(=O)OCC(=O)Nc2cc(C)c(C)cc2[N+](=O)[O-])cc1	i	i	i	4	i	i	i	i	i	i	i
32	CC(C)C(NC(=O)OCc1ccccc1)C(=O)N1CCOCCOCCOCC1 (stereo unspecified)	i	i	i	-2	i	i	i	i	i	i	i
33	Cc1ccc(S(=O)(=O)Oc2ccc(/C=N/NC(=O)c3c(Cl)cnn3C)cc2)cc1	i	i	i	4	i	i	i	i	i	i	i
34	Cc1cc(/C=C2/SC(=O)NC2=O)c(C)n1-c1ccc(N2CCOCC2)cc1	i	i	i	90*	i	i	i	i	i	i	i
35	CCCn1c(SCC(=O)N2c3ccccc3Sc3ccccc32)nc2c1c(=O)n(C)c(=O)n2C	i	i	i	7	77*	i	i	i	i	i	i
36	CCOC(=O)C1CCN(CC(=O)N(CC(C)C)c2c(N)n(CC(C)C)c(=O)[nH]c2=O)CC1	i	i	i	-6	i	i	i	i	i	i	i
37	C#CCOCCOCCOCCNc1nc(N2CCN(C(=O)C(Cc3ccc(O)cc3)n3cc(C(N)CC(C)C)nn3)CC2)nc(N2CCN(C(=O)C(Cc3cc4ccccc4[nH]3)n3cc(C(N)Cc4ccc(O)cc4)nn3)CC2)n1 (stereo unspecified)	i	i	i	-4	i	i	i	i	i	i	/
38	N#CCSCC(=O)Nc1ccc(Br)cc1	i	i	i	-8	i	i	i	i	i	i	i
39	COc1ccc(-c2ccc(-c3noc(-c4ccccc4F)n3)c(OC)n2)cc1	/	i	i	3	i	/	/	i	i	/	i
40	CCC(C)(NC(=O)CNC(C)=O)C(=O)NC1CCCCC1 (stereo unspecified)	i	i	i	0	i	i	i	i	i	i	i
41	CCOc1cc(C(=O)OCC(=O)NC(C)c2ccccc2)ccc1OCC(=O)N1CCOCC1 (stereo unspecified)	i	i	i	-10	i	i	i	i	i	i	i
42	COc1ccc(Nc2nc(OC)nc(OC)n2)cc1	i	i	i	-2	i	i	i	i	i	i	i
43	O=C(CCc1nnc2ccc(NCc3ccco3)nn12)N1CCN(c2ccccc2F)CC1	i	i	i	3	i	i	i	i	i	i	i
44	CC1(C)CC(=O)C2=C(C1)N(c1ccc(F)cc1)C(=O)C2(NC(=O)c1ccccc1F)C(F)(F)F (stereo unspecified)	i	i	i	3	i	i	i	i	i	i	i
45	Cc1cc(OCc2nc(-c3ccncc3)no2)cc(C)c1Cl	i	i	i	-4	i	i	i	i	i	i	i
46	CSc1nsc(SC)c1C(=O)Nc1ccc(C)cc1	i	i	i	-1	i	i	i	i	i	i	i
47	O=c1nc2n(c3cc(Cl)c(S(=O)(=O)N4CCOCC4)cc13)CCCCC2	i	i	i	5	i	i	i	i	i	i	i
48	Cc1ccc(S(=O)(=O)n2cccc2CO)cc1	i	i	i	-1	i	i	i	i	i	i	i
49	COc1ccc(Cn2c(=O)[nH]c3cc(C(=O)N4CCN(Cc5ccccc5)CC4)ccc3c2=O)cc1	i	i	i	-5	i	25*	i	i	i	i	i
50	O=C1c2ccccc2S(=O)(=O)c2cc(C(=O)N3CCN(c4ccccc4)CC3)ccc21	i	i	i	1	i	i	i	i	i	i	i
51	Cc1cccc(OCC(=O)N2CCN(c3nnc(-c4ccccc4)c4ccccc34)CC2)c1	i	i	i	18	i	i	i	i	i	i	i
52	Cc1cccc(NC(=O)c2ccc(Cl)c(S(=O)(=O)N3CCCC3)c2)n1	i	i	i	17	i	i	i	i	i	i	i
53	CC1CCN(C(=O)Cn2c(=O)n(-c3ccc(F)cc3)c(=O)c3sccc32)CC1	i	i	i	-6	i	i	i	i	i	i	i
54	COc1cccc(NC(=O)C(C)(C)C)c1	i	/	/	/	/	i	i	/	/	i	i
55	O=C1OCCN1CCN(CN1C(=O)CCC1=O)CN1C(=O)CCC1=O	i	i	i	-3	i	i	i	i	i	i	i
56	O=C(NC1CCCc2ccccc21)C1CCCO1 (stereo unspecified)	i	i	i	-1	i	i	i	i	i	i	i
57	c1ccc(OCCOCCN2CCc3ccccc3C2)cc1	i	i	i	-5	i	i	i	i	i	i	i
58	CC(C)CCNC(=O)NC(=O)COC(=O)CNC(=O)C1CCCCC1	i	i	i	0	i	i	i	i	i	i	i
59	COc1ccc(C)cc1S(=O)(=O)N(CC(=O)O)c1ccc(C)cc1	i	i	i	-2	i	i	i	i	i	i	i
60	CC1=CCC2C(=O)N(C(C)c3ccccc3)C(=O)C2C1 (stereo unspecified)	i	i	i	-2	i	i	i	i	i	i	i

# Going on with the list:
nr	SMILES	MrgX1 allo act	TRPC4 block	TRPC6 activator	SKKanGAS inh	TRPC4 PAM	TMEM16A inh	MrgX1 ag	TRPC6 inh	TRPC4 agonist	MrgX1 antagonist	ANO1 activ
61	COc1ccc(Cc2nnc(SCC(=O)c3cccc([N+](=O)[O-])c3)n2C)cc1	i	i	i	4	i	i	i	i	i	i	i
62	CCCOc1nc(SCCC)nc2c1cnn2-c1ccccc1	i	i	i	14	i	i	i	i	i	i	i
63	O=C(OCc1nc2scc(-c3ccccc3)c2c(=O)[nH]1)c1cccc([N+](=O)[O-])c1	i	i	i	20	i	i	i	i	i	i	i
64	O=C(COc1ccc(S(=O)(=O)N2CCOCC2)cc1)NC1CCCC1	i	i	i	-2	i	i	i	i	i	i	i
65	Cn1c(=O)c2c(nc(CN3CCc4ccccc4C3)n2Cc2ccccc2)n(C)c1=O	17*	i	i	-3	46*	i	i	-5.7*	i	i	i
66	O=c1oc(-c2cc3ccccc3o2)nc2sc3c(c12)CCCC3	i	i	i	12	i	i	i	i	i	i	i
